# Screening data as filed in PubChem.
# NCOA3 inh = human NCOA3 inhibition; Q9Y6Q9; HEK293 GAL4-SRC3 luciferase reporter, luminescence; inhibition, % at 3.6 µM; hit rate 0.17% among 360,000;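 active means inhibition above a per-campaign cutoff, the mean of all compounds plus 3 SD, cut at about 60% in these data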;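 further: 0% = DMSO-treated cells and 100% = gossypol-treated cells at 36 µM; higher means less SRC3-driven luciferase light from the GAL4 reporter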
# NR2F2 inh = NR2F2 (human) inhibition, primary screen | P24468 | inhibition, % at 8.6 µM | hit rate 0.7% among 370,000 | HEK293T NGFI-A luciferase reporter, luminescence;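 active means inhibition above a per-plate cutoff, mean inhibition of test wells between control levels plus 3 SD, cut at about 38% in these data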;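 further: cells cotransfected with COUP-TFII expression vector driving the NGFI-A reporter; 0% = median of COUP-TF2 test wells and 100% = reporter-only cells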
# NCOA1 inh = inhibits human SRC1 coactivator; hit rate 0.12% among 360,000; HEK293 GAL4-SRC1 luciferase reporter, luminescence; Q15788; AID 588354; inhibition, % at 3.6 µM;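 active means inhibition above the campaign mean plus 3 SD, with each screening campaign given its own cutoff, cut at about 60% in these data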;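 further: 0% = DMSO treated cells and 100% = gossypol at 36 µM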
# NOD2-RIPK2 inh = blocks binding of human NOD2 to RIPK2 | hit rate 0.38% among 360,000 | CHO BLA complementation NOD2-RIPK2, CCF4 ratio | O43353 | inhibition, % at 4.98 µM | AID 624267; in the data active means inhibition above about 21%;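 further: 0% = vehicle only and 100% = reference blocker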
# MC4R ag barr = agonists of human melanocortin 4 receptor (MC4R) beta-arrestin; P32245; U2OS MC4R beta-arrestin complementation, luminescence; percent of melanotan II response, DMSO zero; activation, % at 8.9 µM; hit rate 0.98% among 360,000;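 active means activation above a per-plate cutoff, the mean activation of sample wells on that plate plus 3 SD, cut at about 8% in these data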
# SRC2 inh = inhibits human steroid receptor coactivator 2 | hit rate 0.17% among 370,000 | HEK293 GAL4-SRC2 luciferase reporter, luminescence | Q15596 | inhibition, % at 9 µM;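 active means inhibition above the mean inhibition of all tested compounds plus 3 SD, set per campaign, cut at about 52% in these data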;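 further: 0% = DMSO treated cells and 100% = cells given Gossypol at 36 µM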
# LRH-1 inv ag = inverse agonists of human LRH-1 (NR5A2); AID 602396; hit rate 0.13% among 360,000; HEK293T StAR-luciferase reporter, LRH-1 transfected, 24 h; inhibition, % at 3.6 µM; O00482;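 active means inhibition above the mean inhibition of all tested compounds plus 3 SD, cut at about 73% in these data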;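 further: 0% = DMSO wells and 100% = reporter-only cells lacking LRH-1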
# MC4R antag cAMP = human MC4R antagonism in cAMP assay | AID 540295 | MC4R-expressing cells, MTII-stimulated cAMP, LANCE TR-FRET | hit rate 0.48% among 360,000 | inhibition, % at 6.5 µM | P32245;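 active means inhibition above its plate's cutoff, the mean of tested wells on that plate plus 3 SD, cut at about 29% in these data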;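 further: 0% = Melanotan II alone and 100% = Melanotan II plus saturating MCL0020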
#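 Material: human MC4R-expressing U2OS cells. Probe or stimulus: Melanotan II challenge. Dosing: 6.5 µM single dose. Times: 30-min compound, 1-h challenge, 1-h detection, room temperature. Technique: TR-FRET with Eu-cAMP and labeled anti-cAMP, 671 nm. Replication: singlicate.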
# TLR9-MyD88 block = inhibitors of human TLR9-MyD88 binding; Q9NR96+Q99836; CHO BLA complementation TLR9-MyD88, CCF4 FRET ratio; inhibition, % at 4.98 µM; hit rate 0.21% among 340,000;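 active means inhibition above the mean over all tested compounds plus 3 SD, cut at about 21% in these data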;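 further: 0% = DMSO only wells and 100% = clavulanate BLA inhibitor control wells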
# ABHD5-PLIN5 inh = ABHD5-PLIN5 protein interaction inhibition; inhibition, % at 4 µM; AID 602281; Q00G26+Q8WTS1; hit rate 0.78% among 360,000; Split G. princeps luciferase complementation, luminescence, 4 h;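 active means inhibition above the mean inhibition across every tested compound plus 3 SD, cut at about 22% in these data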;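 further: 0% = DMSO only wells and the 100% control is not disclosed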
# Target sequence (Q00G26 whole entry, looked up): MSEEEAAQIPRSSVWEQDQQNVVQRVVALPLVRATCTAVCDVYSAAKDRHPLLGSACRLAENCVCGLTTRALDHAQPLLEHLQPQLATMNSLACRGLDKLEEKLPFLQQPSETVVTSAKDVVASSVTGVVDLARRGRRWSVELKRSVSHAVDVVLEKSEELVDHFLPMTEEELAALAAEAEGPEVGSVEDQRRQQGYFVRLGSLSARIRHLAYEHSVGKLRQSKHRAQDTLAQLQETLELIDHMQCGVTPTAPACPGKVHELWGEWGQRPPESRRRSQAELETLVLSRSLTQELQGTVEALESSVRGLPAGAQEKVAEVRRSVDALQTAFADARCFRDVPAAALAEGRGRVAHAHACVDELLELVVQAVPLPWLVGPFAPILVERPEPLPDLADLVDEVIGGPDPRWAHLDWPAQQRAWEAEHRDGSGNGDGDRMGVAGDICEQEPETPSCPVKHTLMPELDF
# Target sequence (Q8WTS1 whole entry, looked up): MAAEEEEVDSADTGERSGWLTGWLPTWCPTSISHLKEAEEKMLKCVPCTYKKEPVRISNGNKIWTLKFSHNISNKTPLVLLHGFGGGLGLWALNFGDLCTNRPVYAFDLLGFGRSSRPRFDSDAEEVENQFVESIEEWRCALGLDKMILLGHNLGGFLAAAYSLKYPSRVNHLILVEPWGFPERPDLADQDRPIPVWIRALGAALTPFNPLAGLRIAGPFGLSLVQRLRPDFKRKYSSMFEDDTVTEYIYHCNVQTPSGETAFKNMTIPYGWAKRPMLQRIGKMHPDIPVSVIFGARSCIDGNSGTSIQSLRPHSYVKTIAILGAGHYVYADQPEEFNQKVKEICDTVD
# EBV LMP1 NFkB = inhibitors of Epstein-Barr LMP1-induced NF-kappaB reporter | inhibition, % at 12.5 µM | hit rate 0.69% among 350,000 | LMP1-induced NF-kappaB luciferase reporter cells, luminescence; in the data active means inhibition above about 41%;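 further: 0% = neutral control wells and 100% = reference inhibitor control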
# * marks the source's active call; other numbers are inactive results; · = no result given. Only part of the results is shown (hit frequency here may not be typical).
NCOA3 inh	NR2F2 inh	NCOA1 inh	NOD2-RIPK2 inh	MC4R ag barr	SRC2 inh	LRH-1 inv ag	MC4R antag cAMP	TLR9-MyD88 block	ABHD5-PLIN5 inh	EBV LMP1 NFkB	Molecule
32	-10	2	8	-1.8	-1	9	1	1	-2	-2	CC(C)CC(NC(=O)C(Cc1ccc(OCc2ccccc2)cc1)NC(=O)OC(C)(C)C)C(N)=O (stereo not given)
-3	12	6	-1	-0.4	-6	-15	1	13	16	-4	CCOC(=O)Cn1c(C)nc2ccccc21
-27	-9	-23	-3	-2.5	-35	-28	-3	-1	-8	4	OCCn1c(-c2ccc3c(c2)OCO3)csc1=Nc1ccccc1
12	9	-74	2	-1.3	11	13	4	-2	0	5	CN(C(=O)CSc1nc(-c2ccccc2)c(-c2ccccc2)o1)C1CCS(=O)(=O)C1 (stereo not given)
6	-6	-7	1	-0.2	-30	-2	8	6	-4	-4	c1cnc(N2CCN(c3cnccn3)CC2)nc1
-15	4	-1	-8	-1.7	0	10	-3	7	1	-6	Cc1cc(NC(=O)COC(=O)c2ccc(C)c(C)c2)no1
-20	-18	-24	14	-0.6	-15	15	2	0	-1	2	CCOc1ccc(/C=C2\SC(=S)NC2=O)cc1OC
17	9	17	-1	0.1	-24	-16	2	-3	-3	0	O=C1COc2ccc(S(=O)(=O)N3CCN(c4ccccc4F)CC3)cc2N1
-18	6	-24	-47	-0.5	-9	9	5	1	2	-8	Cc1cc(=O)n2c(-c3ccccc3C)n[nH]c2n1
-61	-31	-48	-7	-1.4	-57	-64	1	1	-11	-18	Cc1cc(-c2nc(-c3ccncc3)no2)ccc1[N+](=O)[O-]
-4	-9	12	-3	1.7	-27	13	2	-5	6	0	CCOc1ccc(CN2CCC(Cc3ccccc3)CC2)cc1
6	12	2	1	-0.7	29	-9	-1	-5	-10	-6	Cc1cccc(NC(=O)CSCC(=O)NCc2cccc(C(F)(F)F)c2)c1
-26	-1	7	-22	4.2	11	-7	-6	0	18	0	Cc1ccc2c(c1)c1c3n2CCCN(Cc2ccccc2)C3CCC1 (stereo not given)
-70	-60	-128	2	-0.7	-93	-110	1	-3	4	4	CCCCN1C(C)=CC(=C2C(=O)c3ccccc3C2=O)C=C1C
1	-7	-2	-7	0.1	-17	-9	4	-2	0	32	CC(C)c1nnc(NC(=O)CCC(=O)N2CCN(c3ccccn3)CC2)s1
4	0	0	2	-0.6	-5	-57	6	-4	2	-20	CCCCN(CC)CCNC(=O)c1cc2c(C)nc3ccccc3c2o1
4	16	9	-7	4.4	-1	4	-4	-11	-5	-3	Cc1ccccc1CSCCC(=O)NCCC1=CCCCC1
-8	·	-5	2	-2.5	·	12	2	0	-8	3	NS(=O)(=O)c1ccc(NC(=S)N2CCN(C(=O)C3CCCO3)CC2)cc1 (stereo not given)
-10	-23	-14	-3	-0.1	6	12	1	12	5	1	O=C(O)c1cc(-c2ccc(N3CCOCC3)cc2)nn1-c1ccc(F)cc1
-6	9	8	-12	-1.4	7	7	-4	1	-1	0	CCCCNC(=O)CC1NCCNC1=O (stereo not given)
-15	-10	0	-2	-0.8	-1	11	-1	14	-5	7	O=C1COc2ccc(C(=O)COC(=O)Cn3cnc4ccccc43)cc2N1
-13	0	4	13	0.3	-19	22	-1	1	1	2	CCOC(=O)N1CCC(NC(=O)CCc2c(C)nc3nc(C)nn3c2C)CC1
-6	0	8	-11	0.7	0	1	13	-7	-6	0	CCOC(=O)C1CC(c2ccc(Cl)cc2)=NNC1=O (stereo not given)
16	-3	-10	-1	0.9	19	-5	3	14	-11	3	COc1ccc(CCN(C)C(=O)C2CC(=O)N(Cc3ccc(C)cc3)C2)cc1OC (stereo not given)
-2	7	-14	-1	-1.1	12	-12	2	5	-3	-8	COc1ccc([C@H]2[C@H](C(=O)C(C)(C)C)N3N=Cc4ccccc4C3[C@]23N=C(c2ccccc2)OC3=O)cc1 (stereo not given in full)

# (further entries)
NCOA3 inh	NR2F2 inh	NCOA1 inh	NOD2-RIPK2 inh	MC4R ag barr	SRC2 inh	LRH-1 inv ag	MC4R antag cAMP	TLR9-MyD88 block	ABHD5-PLIN5 inh	EBV LMP1 NFkB	Molecule
4	-4	-28	-5	-0.3	13	16	-3	-6	-2	4	O=C(NCc1cn2ccccc2n1)c1ccco1
5	-7	-19	6	0.3	7	-18	14	1	3	-14	O=C(O)c1ccc(NC2=Nc3cccc4cccc2c34)cc1
-10	-5	-11	-7	-1.0	-5	28	-2	-3	-3	8	COCCNC(=O)c1ccc(NS(C)(=O)=O)cc1
-7	-3	4	-10	0.8	-5	1	10	·	1	·	CC(=O)NCCNc1nc2cc(-c3ccccc3CO)sc2c(=O)n1C
13	9	-2	-6	-2.4	-26	1	19	-7	-1	-4	CCN(CC)S(=O)(=O)c1cc(C(=O)Nc2cc(S(=O)(=O)N3CCOCC3)ccc2N2CCCC2)ccc1F
14	-14	-9	3	-0.9	2	-2	3	-5	-11	1	Cn1c(=O)cc(N)n(Cc2ccccc2)c1=O
8	9	14	-11	0.7	-5	-5	16	-7	-1	9	Cc1ccccc1OCC(=O)Nc1ccccc1N1CCCCC1
17	-26	-7	7	1.8	18	5	4	5	-9	-2	O=C(COC(=O)C1COc2ccccc2O1)Nc1cccc(Cl)c1 (stereo not given)
1	18	18	-9	3.0	13	17	-4	-8	4	4	Clc1ccc(CN2CCC(c3nc4ccc(Cl)cc4[nH]3)CC2)cc1
-9	16	3	-1	-2.1	26	-21	10	-5	3	3	COC(=O)c1ccc(NC(=O)CSc2nnc(CNc3ccc(F)cc3)n2C)cc1
-27	-22	-26	4	0.5	-28	-22	12	-5	-16	-16	C=CCn1c(O)c(C=Nc2ccccc2)sc1=S
5	6	-1	-7	8.5*	-3	-5	13	5	5	-11	Cc1cc(C(=O)OCC(=O)Nc2nc(-c3ccccc3)cs2)c(C)o1
15	12	-5	-3	0.6	-7	21	6	5	15	-6	Nc1cccc(-c2cc(-c3ccccc3)nc(-c3cccc(N)c3)n2)c1
-5	5	-9	1	-2.1	-5	5	0	4	2	-4	CC(=O)N1CC(C)Oc2ccc(S(=O)(=O)NC(CC(=O)O)c3ccccc3)cc21 (stereo not given)
-144	-35	-93	5	1.2	-35	-162	17	1	-6	81*	COc1ccc(N2Cc3ccccc3C2=O)cc1
21	-12	-1	12	-2.3	-1	-17	3	-10	1	0	COc1cc(NC(=O)CN2C(=O)c3ccccc3Sc3ccc(C(=O)N4CCOCC4)cc32)cc(OC)c1OC
-3	10	9	-2	-1.8	-4	9	1	4	-2	14	CCOc1ccccc1C(=O)Nc1cccc(-c2nnc(-c3ccccc3)o2)c1
14	-11	-21	2	-1.6	3	21	1	-5	-2	-3	Clc1ccc(Cn2nnc(-c3ccc(CN4CCOCC4)cc3)n2)cc1
-3	3	4	-2	0.2	7	-7	8	-14	-5	-12	Cc1nnc(SCC(=O)NCc2ccc(Cl)cc2)[nH]c1=O
-12	3	13	-2	0.4	-14	-4	12	-2	9	-8	CCN1CCN(CC(=O)c2ccc(C)cc2)CC1
9	2	6	-8	0.2	5	4	1	10	11	2	CSc1ccc(CN(C)C(=O)C2CCN(C(=O)Nc3ccccc3)CC2)cc1
3	19	-13	-14	-1.1	-5	-2	-2	-4	-6	-7	CCn1cc(CNC(=O)c2cc(Cl)ccc2OC)c(C)n1
2	1	-37	-15	-2.3	-3	-37	2	6	-3	-2	C=CCNC(=O)/C(=C\C=C\c1ccccc1)NC(=O)c1ccccc1Cl
-6	0	2	-9	-2.0	-2	-24	5	11	5	-5	O=C1CCc2cc(S(=O)(=O)NCc3ccccc3Cl)cc3c2N1CC3
4	-4	14	8	1.6	6	7	15	-1	11	0	Cc1ccc(/C=N/N(Cc2ccccc2)c2ccccc2)o1

# Three of the compounds above, in CSV form:
SMILES,NCOA3 inh,NR2F2 inh,NCOA1 inh,NOD2-RIPK2 inh,MC4R ag barr,SRC2 inh,LRH-1 inv ag,MC4R antag cAMP,TLR9-MyD88 block,ABHD5-PLIN5 inh,EBV LMP1 NFkB
Clc1ccc(Cn2nnc(-c3ccc(CN4CCOCC4)cc3)n2)cc1,14,-11,-21,2,-1.6,3,21,1,-5,-2,-3
O=C(O)c1ccc(NC2=Nc3cccc4cccc2c34)cc1,5,-7,-19,6,0.3,7,-18,14,1,3,-14
COCCNC(=O)c1ccc(NS(C)(=O)=O)cc1,-10,-5,-11,-7,-1.0,-5,28,-2,-3,-3,8

# Just SRC2 inh and TLR9-MyD88 block, for 2 of the compounds above:
Molecule | SRC2 inh | TLR9-MyD88 block
CCn1cc(CNC(=O)c2cc(Cl)ccc2OC)c(C)n1 | -5 | -4
C=CCNC(=O)/C(=C\C=C\c1ccccc1)NC(=O)c1ccccc1Cl | -3 | 6

# (next part)
NCOA3 inh	NR2F2 inh	NCOA1 inh	NOD2-RIPK2 inh	MC4R ag barr	SRC2 inh	LRH-1 inv ag	MC4R antag cAMP	TLR9-MyD88 block	ABHD5-PLIN5 inh	EBV LMP1 NFkB	Molecule
0	-8	-5	4	-0.1	-10	8	5	-3	3	-3	CC(NC(=O)c1ccc(S(C)(=O)=O)cc1)c1cccc2ccccc12 (stereo not given)
-7	12	10	-6	-3.5	-7	-24	0	-5	0	6	COc1cc(NC(=O)CSc2nnc3c(n2)[nH]c2ccc(S(=O)(=O)NC(C)C)cc23)cc(OC)c1OC
-3	21	-11	1	1.5	-6	-19	-6	-1	3	-2	COc1cccc(NC(=O)c2cccc(N3C(=O)C4C5C=CC(C5)C4C3=O)c2)c1 (stereo not given)
-51	-25	-42	-12	-1.0	-44	-51	-2	1	-1	-33	COc1ccc(NC(=O)CCCn2c(=O)oc3ccccc32)cc1Cl

# By substructure, the compounds so far containing an NH in an aromatic ring.
NCOA3 inh	NR2F2 inh	NCOA1 inh	NOD2-RIPK2 inh	MC4R ag barr	SRC2 inh	LRH-1 inv ag	MC4R antag cAMP	TLR9-MyD88 block	ABHD5-PLIN5 inh	EBV LMP1 NFkB	Molecule
-18	6	-24	-47	-0.5	-9	9	5	1	2	-8	Cc1cc(=O)n2c(-c3ccccc3C)n[nH]c2n1
1	18	18	-9	3.0	13	17	-4	-8	4	4	Clc1ccc(CN2CCC(c3nc4ccc(Cl)cc4[nH]3)CC2)cc1
-3	3	4	-2	0.2	7	-7	8	-14	-5	-12	Cc1nnc(SCC(=O)NCc2ccc(Cl)cc2)[nH]c1=O
-7	12	10	-6	-3.5	-7	-24	0	-5	0	6	COc1cc(NC(=O)CSc2nnc3c(n2)[nH]c2ccc(S(=O)(=O)NC(C)C)cc23)cc(OC)c1OC
